Source: PubChem BioAssay
IMPase cell inh = membrane-permeable compound that blocks inositol monophosphatase | AID 901 | P97697 | 120,000 tested, under 10 active | inhibition (IP1 accumulation), % at 46.1 µM | CHO-M1 cells, IP1 accumulation, HTRF TR-FRET ratio; active = well fitted curve in the direction sought with a large enough effect in the signal ratio, not every such curve was filed as active; inconclusive = small, poorly fitted or top-dose-only effect, or a change in a side signal; inactive = no such curve, though single readings can be large or run the other way; the % refers to the signal ratio;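 also: cells stimulated with carbachol in lithium chloride buffer; plate controls were DMSO basal wells for no effect and reference inhibitor wells for full effect; higher means more IMPase inhibition seen as more IP1 and lower FRET ratio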
Target sequence (P97697 whole entry, looked up): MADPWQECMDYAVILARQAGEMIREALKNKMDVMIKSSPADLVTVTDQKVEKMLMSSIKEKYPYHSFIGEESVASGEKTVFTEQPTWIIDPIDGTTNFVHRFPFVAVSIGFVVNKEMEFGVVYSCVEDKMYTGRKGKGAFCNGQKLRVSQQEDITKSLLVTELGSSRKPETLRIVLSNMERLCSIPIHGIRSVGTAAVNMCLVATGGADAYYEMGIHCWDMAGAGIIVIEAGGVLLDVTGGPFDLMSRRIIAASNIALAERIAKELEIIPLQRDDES
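Elevated IP1 in lysates lowers TR-FRET signal (665/620 ratio and 620 channel reported). Cells were CHO-M1, given carbachol (50 uM as added) plus 50mM LiCl, pH 7.4, 30 min, 37C; compounds titrated up to 46 uM; AC50 by Hill equation.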
12-hLO inh = inhibitors of human 12-lipoxygenase (ALOX12); P18054; purified 12-hLO, xylenol orange hydroperoxide absorbance; Potency, µM (doses to about 57.1 µM), for the others: top-dose activity change, negative = inhibition, usual class: inhibitors; actives 0.12% (n = 150,000); AID 1452; also: potency is read from the fitted curve at half-maximal effect; nearly all actives have a fitted effect of over 55% in size; many of its hits are not listed in these tables
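Lipoxygenase turnover measured by absorbance at 573 and 405 nm after Fe-XO development. Human 12hLO 150 nM, arachidonate 40 uM, pH 7.0 Hepes buffer with detergent; 15 min compound preincubation, 30 min reaction.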
ALOX15B inhib = 15-hLO-2 (ALOX15B) enzyme inhibition. purified 15hLO-2, xylenol orange hydroperoxide absorbance. Potency, µM (top dose mostly 57.1 µM), without a hit: at the top dose activity change, negative = inhibition, usual class: inhibitors. AID 881. O15296. actives 0.56% (n = 110,000); also: potency is read from the fitted curve at half-maximal effect; nearly all actives have a fitted effect of over 60% in size; many of its hits are not listed in these tables
Target sequence (O15296 whole entry, looked up): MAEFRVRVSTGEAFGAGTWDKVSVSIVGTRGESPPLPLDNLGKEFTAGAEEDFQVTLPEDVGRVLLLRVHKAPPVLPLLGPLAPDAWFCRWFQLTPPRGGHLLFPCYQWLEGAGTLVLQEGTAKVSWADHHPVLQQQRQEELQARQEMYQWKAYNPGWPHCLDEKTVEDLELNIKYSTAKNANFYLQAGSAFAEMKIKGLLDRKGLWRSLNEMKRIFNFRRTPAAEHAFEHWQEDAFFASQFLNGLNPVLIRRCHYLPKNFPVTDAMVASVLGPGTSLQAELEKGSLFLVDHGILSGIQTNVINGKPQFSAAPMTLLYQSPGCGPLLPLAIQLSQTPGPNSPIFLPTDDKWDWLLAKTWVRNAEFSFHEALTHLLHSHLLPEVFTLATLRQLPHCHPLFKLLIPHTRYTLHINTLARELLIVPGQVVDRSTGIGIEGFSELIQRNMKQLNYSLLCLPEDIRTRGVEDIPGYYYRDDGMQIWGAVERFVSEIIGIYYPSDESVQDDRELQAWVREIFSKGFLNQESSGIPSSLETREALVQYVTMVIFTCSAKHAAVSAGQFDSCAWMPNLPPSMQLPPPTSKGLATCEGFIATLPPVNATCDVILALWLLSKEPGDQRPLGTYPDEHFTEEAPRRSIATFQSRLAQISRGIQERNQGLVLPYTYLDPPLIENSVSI
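Purified human 15hLO-2 (50 nM final) preincubated with compounds 15 min at room temperature in 25 mM Hepes pH 7.5, 0.01% Triton X-100, then 45 uM arachidonic acid added for 90 min; hydroperoxide detected via ferrous/xylenol orange, 573/405 nm absorbance ratio.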
PNC assembly inh = inhibitors of perinucleolar compartment assembly; AID 2417; PC3M PTB-GFP, PNC prevalence imaging, 16 h; stronger effect = lower value; activity change (PNC), negative = inhibition, % at 10 µM; actives 3.1% (n = 140,000);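 active = readout at or below -70, meaning at least 70% loss of cells showing the perinucleolar compartment, a nuclear body marking cancer cells; inconclusive = readout between -30 and a set limit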;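 also: plate controls were DMSO wells for no effect and camptothecin positive control wells for full effect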
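PC3M cells stably expressing PTB-GFP, 750–1000 cells/well, treated 16 h at 37 °C with compound (23 nl of library stock), in duplicate. After paraformaldehyde fixation and Hoechst stain, imaged at 20x; PNC prevalence scored by image analysis.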
Active calls of the source: *; u = inconclusive; x = not tested or not shown; [ ] = remark or other dose. Unless noted, calls follow the shape of the dose curve; as a rule, active = well fitted curve in the direction sought with a large enough effect; inconclusive = small, poorly fitted or top-dose-only effect, or another doubt; inactive = no such curve, though single readings can be large; an effect the other way counts as inactive or inconclusive. Unless noted, % is scaled to controls: 0 for no effect and ±100 for the full control effect. A portion of the library; count on the stated rates, not on these rows.

SMILES	IMPase cell inh	12-hLO inh	ALOX15B inhib	PNC assembly inh
NC(=O)[C@@H]1CCCN1Cc1ccc2c(c1)OCO2	x	-3.5%[11.4 µM]	-3.6%[11.4 µM]	x
Cn1c(N)c(C(=O)COC(=O)C2=COCCO2)c(=O)n(C)c1=O	-1.5	4.7%	4.3%	1.4
COC(=O)c1nnn(-c2nonc2N)c1-c1cccs1	2.1	3.9%	x	-7.8
Cc1ccc(C)c(NC(=O)C(Sc2ncnc3ccccc23)c2ccccc2)c1 (stereo unspecified)	x	-3.8%	x	-0.8
Cc1ccc(CCNC(=O)C2CCN(c3nn4c(=O)cc(C)nc4s3)CC2)cc1	2.6	-2.4%	0.8%	-14.5
CC(C)(C)CC(C)(C)c1ccc(O)c(CN2CCN(CCC#N)CC2)c1	3.8	2.0%	40.0%[activator]	27.2
COC(=O)c1ccccc1NC(=O)Nc1cccnc1	-1.3	-2.3%	12.7%	u
COc1cc(/C=C(/C(=O)c2cccs2)c2nc3ccccc3[nH]2)ccc1O	3.7	u	-29.7%	-29.6
O=[N+]([O-])c1nn(-c2ccc3c(c2)OCCO3)n(O)c1=Nc1ccc(Cl)cc1	3.6	-3.9%	u	32.7
O=[N+]([O-])c1ccc(Oc2ccc(S(=O)(=O)Nc3ccccc3)cc2)cc1	x	0.0%	x	42.6
CC1CC(C)CN(CC(=O)N2CCc3[nH]c4ccccc4c3C2)C1 (stereo unspecified)	3.9	-11.6%	4.5%	-9.8
COc1ccc(C2c3c(oc4c(C)cc(C)cc4c3=O)C(=O)N2Cc2cccnc2)cc1OC (stereo unspecified)	-2.5	-1.1%	-2.2%	u
COc1ccc(C)cc1NC(=O)c1cnc2n(c1=O)CCS2	-8.8	1.8%	x	-26.1
Cc1cc(-c2n[nH]c(=S)n2/N=C/c2sccc2C)n[nH]1	x	-6.7%	x	-22.8
CC(=O)Oc1cc(C(C)C)c(OCCN(C)C)cc1C	2.0[20.6 µM]	4.0%	11.2%[25.6 µM]	90.9
COc1cc2c(cc1OC)CN(C(=O)CSc1n[nH]c(N)n1)CC2	-6.6	-5.5%	2.3%	-10.7
CC(C)[C@H](NS(=O)(=O)c1cccc(Cl)c1)C(=O)OCC(=O)N1CCN(c2ccccc2)CC1	3.7	-2.7%	x	-27.7
Cc1cc(NC(=O)c2noc3c2CCCC3)n(-c2ccccc2)n1	2.0	0.5%	-2.6%	59.0
COc1ccc(OC)c(C(=O)CSc2nnc(Cc3cccs3)n2CCc2ccccc2)c1	5.9	-0.2%	2.4%	u
O=c1nc2n(c3sc4c(c13)CCCC4)C(CBr)CS2 (stereo unspecified)	5.9	-20.2%	u	13.9
Cn1nc(C(=O)NCCN2CCOCC2)c2ccccc2c1=O	6.7	-3.3%	13.7%	u
C[C@]12CC[C@@H]3c4ccc(O)cc4CC[C@H]3[C@@H]1CCC2=O	3.0	-3.9%	-4.2%	u
Cc1ccc(-c2cc(C(=O)NN=C3CCCC3)c3ccccc3n2)cc1	2.0	-23.4%	7.2%	39.8
CCOC(=O)Cn1ncc(-c2ccccc2)c1N	8.1	-0.1%	x	u
c1nc2nc3c(c(N4CCOCC4)n2n1)CCCC3	-3.3	-1.8%	-3.9%	-106.9*
COc1ccc(NC(=O)CN(c2cc(C)cc(C)c2)S(=O)(=O)c2c(C)noc2C)cc1OC	13.2	-3.2%	x	21.8
COc1ccc(NC(=O)CSc2nnc(Cc3cccn3C)n2-c2ccc(F)cc2)cc1	0.0	-6.6%	x	-15.9
Cc1ccc(NC(=O)COC(=O)CNC(=O)c2cccc([N+](=O)[O-])c2)cc1S(=O)(=O)N1CCCCCC1	x	1.4%	x	73.2
C=CCOC(=O)C1=C(C)NC(SC)=C(C#N)C1c1cccs1 (stereo unspecified)	5.3	-7.5%	1.6%	31.5
COc1ccccc1NC(=O)CCC(=O)Nc1nnc(C(F)(F)F)s1	-8.1	7.8%	-8.0%	-3.1
O=C(Nc1nc2ccccc2s1)C1CCCN1S(=O)(=O)c1ccc(Cl)cc1 (stereo unspecified)	6.5	-27.8%	-5.8%	27.7
COc1ccc(Cl)cc1NC(=S)NCc1ccccn1	-8.9	-7.8%	x	u
CC[C@H](C)[C@@H]1O[C@]2(CC[C@@H]1C)C[C@H]1C[C@H](CC=C(C)[C@@H](O[C@@H]3C[C@H](OC)[C@H](O[C@@H]4C[C@H](OC)[C@H](O)[C@H](C)O4)[C@H](C)O3)[C@@H](C)C=CC=C3CO[C@@H]4[C@@H](O)C(C)=C[C@@H](C(=O)O1)[C@]34O)O2	3.9[20.6 µM]	-1.6%[25.6 µM]	7.2%[25.6 µM]	x
C=CCn1c(CNc2ccc(C)cc2)nnc1SCC(=O)N/N=C/c1ccc(O)cc1	4.5	-6.8%	2.4%	21.8
CSc1nsc(SC)c1NC(=O)N1CCCCC1	-1.0	2.1%	4.3%	0.3
O=C(CCn1cnc(-c2ccccc2)c1-c1ccccc1)N/N=C/c1ccc(O)cc1	x	0.9%	x	-5.9
Cc1nnn(-c2nonc2N)c1C(=O)N/N=C/c1ccccc1O	-8.8	-0.5%	x	-14.9
CC(=O)NC(NC(=S)Nc1ccc(N=Nc2ccccc2C)cc1C)C(Cl)(Cl)Cl (stereo unspecified)	-3.4	-7.8%	u	-21.5
Cc1ccccc1-c1nc(NCCN2CCOCC2)c2ccccc2n1	x	0.3%	3.3%	x
CC(C)Nc1nc(NC(C)C)nc(C(N)=O)n1	0.5	1.1%	11.0%	22.7
O=C(N/N=C/C=C\c1ccccc1[N+](=O)[O-])c1cc(-c2ccccc2)nc2ccccc12	x	-1.6%	x	38.3
COCCN(CCOC)c1nc(C)nc2c1nc(-c1ccccc1)n2CCCN1CCCCC1C (stereo unspecified)	x	-3.3%	0.7%	x
Nc1cc(Cl)c(N)cc1Cl	17.8	-4.1%	-24.3%	u
c1ccc2c(N3CCNCC3)nc(-c3ccc4c(c3)OCO4)nc2c1	x	-7.1%	35.2%[activator]	x
CCOC(=O)N1CCN(C(=O)c2ccccc2Oc2ccccc2)CC1	14.3	6.2%	1.0%	u
COc1cccc(Nc2ncc3nc(-c4ccc(Cl)cc4)c(=O)n(CCC#N)c3n2)c1	x	0.4%	-1.0%	x
CCC(=O)Nc1cc(Cl)ccc1N1CCN(C(=O)CC)CC1	3.9	-3.1%	-1.0%[2.29 µM]	u
O=C(Cn1cnc2c(nnn2Cc2ccc(F)cc2)c1=O)NCC1CCCO1 (stereo unspecified)	-1.8	0.0%	x	15.1
C=C1CC/C=C(\C)CC[C@@H]2[C@@H]1CC2(C)C	4.7	-4.9%	-1.4%	x
COc1cc(N)ccc1NC(=O)c1cccs1	10.6	1.2%	-0.1%	u
COc1ccc(C(C)=O)cc1CSc1nnc(C)n1-c1ccccc1	x	-2.9%	x	-18.1
Cc1ccc2c(c1)N(CCCC(=O)NCc1ccc3c(c1)OCO3)C(=O)CO2	x	2.4%	x	48.5
O=C(c1ccccc1)C(C(=O)N1CCc2ccccc2C1)n1ccccc1=O (stereo unspecified)	-3.3	-1.7%	x	10.4
Cc1ccnc(N2C(=O)c3ccccc3C2Nc2ccccc2Cl)c1 (stereo unspecified)	-8.6	2.3%	x	49.7
Cc1cc(C)cc(O)c1	x	-3.4%	-0.4%	x
CCOC(=O)c1ccc(NC(=O)NC2CC3CCC(C2)N3Cc2nnnn2C(C)(C)C)cc1 (stereo unspecified)	-1.6	-1.0%	-1.9%	-4.3
Cc1ccc(C)c(N2CCN(CC3CC=CCC3)CC2)c1 (stereo unspecified)	3.3	-7.6%	23.6%	38.7
COc1ccc2c(c1)C(c1ccc(N3CCOCC3)cc1)=NNC(c1cccnc1)=N2	x	0.8%	x	27.3
CNC(CC(=O)c1ccc([N+](=O)[O-])cc1)C(Cl)(Cl)Cl (stereo unspecified)	8.9	-7.6%	x	19.7
O=C(Nc1ccccc1Cl)N1CCN(c2ncccn2)CC1	-3.1	-5.3%	7.1%[2.29 µM]	6.8

(cont.)
SMILES	IMPase cell inh	12-hLO inh	ALOX15B inhib	PNC assembly inh
O=C(Nc1cn(-c2ccccc2)nc1-c1ccc(Cl)cc1)c1ccccc1	x	-2.4%	x	-5.9
C=C(C)c1cccc(C(C)(C)NC(=O)NC2CCCC2)c1	x	1.9%	x	24.0
CCN(CC)CCCCOc1ccccc1OC	12.8	3.8%	2.0%	-16.3
COc1ccc(CCCC(=O)NC(C)c2ccccc2)cc1 (stereo unspecified)	x	0.4%	x	-22.9
COc1ccc(C(=O)N2CCN(C(=O)Cc3ccccc3)CC2)cc1OC	-0.8	-3.6%	-6.1%	17.4
COC(=O)C1=C(O)/C(=C\c2cc(C)n(-c3ccccc3C)c2C)N=C1C	11.7	-11.5%	u	u
[O-][n+]1cccc2ncc3cscc3c21	x	0.2%	x	1.5
COCC(=O)Nc1nc2ccc(C)cc2s1	3.9	-3.3%	-3.5%	-11.8
CCCCOc1ccc(C(=O)Nc2ccc(S(=O)(=O)Nc3cc(C)on3)cc2)cc1OC	8.6	-4.4%	3.1%	34.9
Cn1c(=O)c2ncn(CC(=O)NCCC3=CCCCC3)c2n(C)c1=O	-6.4	7.0%	x	-100.0*
CC1(C)CC(=O)C2=C(C1)N(c1ccccc1)C(=O)CC2c1ccsc1 (stereo unspecified)	-9.2	-0.7%	-5.8%	9.0
CCOc1ccc(C(=O)C2CCN(CC(=O)Nc3ccccc3N3CCOCC3)CC2)cc1	14.7	-1.4%	21.6%	26.0
N#C/C(=C(/O)COC(=O)c1ccc(Cl)c(S(=O)(=O)N2CCOCC2)c1)c1nc2ccccc2[nH]1	17.9	-1.6%	x	53.5
CCOc1cc(CNCc2cccs2)cc(Br)c1OCC	8.3	-2.8%	63.7%[activator]	10.2
O=C(Nc1cccc(-c2nnc(-c3ccccc3)o2)c1)c1ccc(Br)o1	1.0	-5.9%	0.4%	u
O=C(NCc1ccccc1Cl)c1cnccn1	4.1	-0.3%	1.9%	20.6
CCOC(=O)c1ccc(NC(=S)N2CCC(C(N)=O)CC2)cc1	x	-2.4%	x	u
COc1ccc(Oc2c(C=O)c3ccccc3n2C)cc1	u	-3.0%	-8.0%	99.9
Cc1ccccc1OCCNc1cc(N2CCN(CCO)CC2)ccc1[N+](=O)[O-]	-3.7	-5.0%	x	-25.5
Cc1nc(-n2nnc3cc(C)c(C)cc32)c2c3c(sc2n1)CCCC3	3.5	2.1%	-2.5%	36.3
COc1ccc(/C=C/C(=O)NC(=S)NN2CCCCC2c2cccnc2)cc1OC (stereo unspecified)	-1.8	-1.6%	x	-4.0
N#CC1=C2SCN(c3ccccc3)CN2C(=O)CC1c1c(Cl)cccc1Cl (stereo unspecified)	4.3	28.2µM*	7.94µM*	34.2
CC(C)c1nnc(SCc2ccc(CSc3nnc(C(C)C)n3N)cc2)n1N	6.3	-5.7%	-0.6%	u

Filtered by structure, the entries above containing a nitro group on carbon (6)
SMILES	IMPase cell inh	12-hLO inh	ALOX15B inhib	PNC assembly inh
O=[N+]([O-])c1nn(-c2ccc3c(c2)OCCO3)n(O)c1=Nc1ccc(Cl)cc1	3.6	-3.9%	u	32.7
O=[N+]([O-])c1ccc(Oc2ccc(S(=O)(=O)Nc3ccccc3)cc2)cc1	x	0.0%	x	42.6
Cc1ccc(NC(=O)COC(=O)CNC(=O)c2cccc([N+](=O)[O-])c2)cc1S(=O)(=O)N1CCCCCC1	x	1.4%	x	73.2
O=C(N/N=C/C=C\c1ccccc1[N+](=O)[O-])c1cc(-c2ccccc2)nc2ccccc12	x	-1.6%	x	38.3
CNC(CC(=O)c1ccc([N+](=O)[O-])cc1)C(Cl)(Cl)Cl (stereo unspecified)	8.9	-7.6%	x	19.7
Cc1ccccc1OCCNc1cc(N2CCN(CCO)CC2)ccc1[N+](=O)[O-]	-3.7	-5.0%	x	-25.5
